# HDAC3 inh – blocks human histone deacetylase 3; O15379; recombinant HDAC3, fluorogenic peptide/trypsin coupled, fluorescence; inhibition, % at 8.3 µM; 320,000 compounds, 0.15% hits; AID 2718; in the data active means inhibition above about 26%, passing the limit was not always enough
# Target sequence (O15379 whole entry, looked up): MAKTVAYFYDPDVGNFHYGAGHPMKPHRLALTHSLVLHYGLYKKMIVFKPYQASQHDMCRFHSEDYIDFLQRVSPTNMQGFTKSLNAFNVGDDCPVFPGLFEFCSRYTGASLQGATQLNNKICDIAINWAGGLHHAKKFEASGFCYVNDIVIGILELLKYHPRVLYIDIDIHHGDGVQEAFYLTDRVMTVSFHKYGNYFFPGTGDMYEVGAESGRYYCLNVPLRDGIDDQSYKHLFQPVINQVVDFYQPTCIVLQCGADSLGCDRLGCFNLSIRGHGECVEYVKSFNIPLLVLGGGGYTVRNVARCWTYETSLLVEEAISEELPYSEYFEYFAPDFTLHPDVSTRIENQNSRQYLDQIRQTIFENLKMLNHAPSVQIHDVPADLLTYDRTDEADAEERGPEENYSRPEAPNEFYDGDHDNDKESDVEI
# * hit, by the source's call.
smiles | HDAC3 inh
O=C(CSc1nnnn1-c1ccccc1)NCC1(N2CCOCC2)CCCCC1 | 2
CCN1C(=NCCOC)N[C@@H](c2ccccc2)[C@H](C(=O)OC)[C@H]1C | -2
CCCCCCSc1ccc(-c2nc3cc(C)ccn3c2NC2CCCCC2)cc1 | 1
O=C(COC(=O)c1cccc(S(=O)(=O)N2CCCCC2)c1)NC1CCCCC1 | 0
CC(NC(=O)C1CCN(S(=O)(=O)c2cccs2)CC1)c1cccc(Cl)c1 (stereo not drawn) | -4
Cc1nn(-c2ccc(C(=O)N3CCN(S(=O)(=O)c4ccccc4C(F)(F)F)CC3)cc2)c(C)c1Cl | -2
CC1CCCCC12NC(=O)N(CC(=O)N1CCN(c3ncccn3)CC1)C2=O (stereo not drawn) | -3
Cc1ccc(NC(=O)Cc2nc(-c3c[nH]c(C(=O)N4CCCC4)c3)cs2)c(C)c1 | 2
CN(C(=O)CNc1ccccc1Cl)C1CCS(=O)(=O)C1 (stereo not drawn) | 1
CCC/C(C#CCCN1C(=O)c2ccccc2C1=O)=C1/c2ccccc2C(=O)N1c1ccccc1 | -8
CCOc1ccccc1C(=O)N[C@H](C(=O)NNC(=O)c1cccs1)C(C)C | 6
Cc1cccc(C(=O)OCC(=O)NCc2ccc3c(c2)OCO3)c1C | 2
Cc1ccc(C(=O)NCCCN2CCOCC2)cc1S(=O)(=O)N1CCOCC1 | -2
COC(=O)C1=C(C)N(Cc2ccccc2)C(=NCc2ccco2)N[C@H]1c1cccc(F)c1 | -3
Cc1ccc(C(C)C)c(OCC(=O)OCC(=O)c2c(N)n(C)c(=O)n(C)c2=O)c1 | 5
O=S(=O)(/N=C(/Nc1cccnc1)c1ccccc1)c1ccc(F)cc1F | -8
COc1ccc(NC(=O)c2cc(C3CC3)nc3c2cnn3C(C)C)cc1OC | 6
CSc1ccc(/C=C(\C(=O)O)c2ccc(S(=O)(=O)N3CCCC3)s2)cc1 | 4
CCN(c1ccccc1)S(=O)(=O)c1ccc(C(=O)N2CCOCC2)cc1 | -1
COc1ccc(N(C)S(=O)(=O)c2cccc(C(=O)NCc3ccc(C)cc3)c2)cc1 | 6

# Arranged by SMILES length (lowest first): three of the compounds above
smiles | HDAC3 inh
O=C(CSc1nnnn1-c1ccccc1)NCC1(N2CCOCC2)CCCCC1 | 2
CCN(c1ccccc1)S(=O)(=O)c1ccc(C(=O)N2CCOCC2)cc1 | -1
CCN1C(=NCCOC)N[C@@H](c2ccccc2)[C@H](C(=O)OC)[C@H]1C | -2

# Next part.
smiles | HDAC3 inh
O=C(CN1CCN(S(=O)(=O)c2ccc(F)c(Cl)c2)CC1)N1CCNC1=O | -7
CCCc1cc(=O)[nH]c(SCC(=O)Nc2ccc3ccccc3c2)n1 | -7
O=C(O)c1n[nH]c2c1CC(C1CCCCC1)CC2 (stereo not drawn) | -5
Cc1cccc(C(=O)N[C@H](C(=O)Nc2ccc(C)c(S(=O)(=O)N3CCOCC3)c2)C(C)C)c1 | -8
COc1ccc(C(=O)NCC(=O)OCC(=O)NCc2ccco2)cc1 | 12
COc1cccc(-c2sc3ccccc3c2-c2ccc(OCCN3CCCC3)cc2)c1 | 7
O=C(OCC(=O)N1CCN(C(=O)c2ccco2)CC1)c1ccc(Cl)cc1 | -2
Fc1ccccc1-c1nc(-c2ccc(-c3nn[nH]n3)cc2)no1 | -2
O=C(CN1C(=O)NC2(CCCC2)C1=O)OCc1ccccc1 | -3
C[C@H](CO)N1C[C@H](C)[C@@H](CN(C)C(=O)NC2CCCCC2)Oc2c(NC(=O)Nc3ccccc3)cccc2C1=O | 7
COc1cc(C(=O)OCCc2cc3ccccc3c(=O)o2)cc(OC)c1OC | 4
O=C(Nc1cccc(S(=O)(=O)NC2=NCCC2)c1)c1cc(=O)[nH]c2ccccc12 | 1
CC(C)Cn1nc(C(=O)NCc2ccccc2CN2CCCC2)c2ccccc2c1=O | -2
COc1cccc(C2=CC(=O)CC(C)(C)C2)c1 | 4
CN(CC(=O)Nc1ccccc1Cl)C(=O)C1CCN(C(=O)c2ccc(F)cc2)CC1 | 8
CC(=O)NS(=O)(=O)c1ccc(NC(=O)c2ccc(NC(=O)c3cccs3)cc2)cc1 | 2
O=C(CN1C(=O)NC(Cc2c[nH]c3ccccc23)C1=O)Nc1ccccc1Br (stereo not drawn) | -1
CCC1CCCCN1C(=O)CSc1nnc(N)s1 (stereo not drawn) | -3
Cn1c(N)c(C(=O)COC(=O)c2cccc(S(=O)(=O)NCc3ccccc3)c2)c(=O)n(C)c1=O | -3
COc1ccc(-c2nnn(CC(=O)NC(=O)NC3CCCCC3)n2)cc1OC | -3

# 7 entries drawn at random from those above, as already listed:
smiles | HDAC3 inh
Cc1cccc(C(=O)N[C@H](C(=O)Nc2ccc(C)c(S(=O)(=O)N3CCOCC3)c2)C(C)C)c1 | -8
Cn1c(N)c(C(=O)COC(=O)c2cccc(S(=O)(=O)NCc3ccccc3)c2)c(=O)n(C)c1=O | -3
COc1ccc(C(=O)NCC(=O)OCC(=O)NCc2ccco2)cc1 | 12
O=C(CN1C(=O)NC(Cc2c[nH]c3ccccc23)C1=O)Nc1ccccc1Br (stereo not drawn) | -1
COc1cccc(C2=CC(=O)CC(C)(C)C2)c1 | 4
O=C(Nc1cccc(S(=O)(=O)NC2=NCCC2)c1)c1cc(=O)[nH]c2ccccc12 | 1
COc1cc(C(=O)OCCc2cc3ccccc3c(=O)o2)cc(OC)c1OC | 4

# Other entries.
smiles | HDAC3 inh
O=C1C=C(c2ccc3c(c2)oc2ccccc23)C[C@@H](c2ccc(Cl)cc2)C1 | -1
N#Cc1ccccc1S(=O)(=O)N1CCN(CC(O)CN2CCOCC2)CC1 (stereo not drawn) | -3
COc1ccc2nc(SCC(=O)NC3CCCCC3C)[nH]c2c1 (stereo not drawn) | 17
CCN(CC(=O)Nc1c(F)cccc1F)C(=O)c1ccc2c(c1)OCO2 | -2
Cc1cc(C)cc(NC(=O)COC(=O)CNC(=O)C2CCCCC2)c1 | 0
C=C[C@@H]1c2cc(C)ccc2N(S(=O)(=O)c2ccc(C)cc2)[C@H](c2ccccc2)C1(C#N)S(=O)(=O)c1ccccc1 (stereo partly drawn) | 1
CN(CC(=O)Nc1ccc(F)cc1)C(=O)CN1C(=O)c2ccccc2C1=O | 2
CC(C)(C)C(C(=O)Oc1ccccc1)c1ccccc1 (stereo not drawn) | 2
COc1ccc(C2=Nn3c(nnc3-c3ccccc3C(F)(F)F)SC2)cc1OC1CCOC1 (stereo not drawn) | 10
CCOc1ccc(Br)cc1S(=O)(=O)NC1CCCC1 | 5
CCOc1ncccc1C(=O)OCC(=O)N1c2ccccc2CC1C (stereo not drawn) | 0
CCN(C[C@H]1N[C@@](CC)(C(=O)OC)[C@H]2C(=O)N(Cc3ccccc3)C(=O)[C@@H]12)S(=O)(=O)c1ccc(C(F)(F)F)cc1 | 5
COc1ccc(NC(=O)N(C)C[C@H]2Oc3c(NS(=O)(=O)c4cn(C)cn4)cccc3C(=O)N([C@H](C)CO)C[C@@H]2C)cc1 | -4
CN(CC(=O)OCC(=O)NCc1ccccc1)S(=O)(=O)c1ccc(F)cc1 | 4
CSc1ccccc1C(=O)N1CCN(S(=O)(=O)c2sc(C(=O)O)c(C)c2C(=O)O)CC1 | 2
COc1ccc([N+](=O)[O-])cc1NS(=O)(=O)c1cc(C(=O)NCc2cccnc2)ccc1Cl | 1
O=c1c2ccccc2nc2sc(Nc3cccc(Cl)c3)nn12 | -1
COc1ccccc1C(=O)COC(=O)c1cccc(-n2cnnn2)c1 | -3
CN(Cc1ccccc1)C(=O)COC(=O)c1cc(=O)c2ccccc2o1 | -9
CC1(C)CC2CC(C)(CN2S(=O)(=O)c2cccc(C(N)=O)c2)C1 (stereo not drawn) | -1
CSCCC1NC(=O)N(CC(=O)Nc2ccc3c(c2)OCCO3)C1=O (stereo not drawn) | -1
COc1ccc(S(=O)(=O)Nc2cc(Sc3ncn[nH]3)c(O)cc2C)cc1 | -6
O=C(Nc1ccc(N2CCCCCC2)cc1)c1ccc[nH]1 | -2
Cc1ccc(S(=O)(=O)NC2CCCCC2)cc1 | -12
COc1ccc(C(C)=O)cc1COC(=O)C1CCN(C(=O)c2ccc(Cl)cc2)CC1 | -4
COc1cccc(/C=C/C(=O)OCC(=O)NC2CC2)c1 | -21
CN(C(=O)COC(=O)c1ccc(Cl)c(S(=O)(=O)N2CCCCC2)c1)C1(C#N)CCCCC1 | 0
O=C(CCNC(=O)c1ccccc1)NNC(=O)c1ccc(F)cc1 | 8
C=CCn1cnnc1SCC(=O)N(C1CCCCC1)C1CCS(=O)(=O)C1 (stereo not drawn) | -8
CC(C(=O)OCC(=O)Nc1ccc(S(N)(=O)=O)cc1)N1C(=O)c2ccccc2C1=O (stereo not drawn) | -2
COc1ccc(S(=O)(=O)N(C)C[C@@H]2Oc3c(NS(C)(=O)=O)cccc3C(=O)N([C@@H](C)CO)C[C@H]2C)cc1 | 6
O=C1CCCC/C=C\C[C@H](CC(=O)N(CCO)Cc2ccccc2)C(=O)N[C@@H](Cc2ccccc2)CO1 | 5
CN(CC(=O)Nc1ccccc1Cl)C(=O)CN1C(=O)NC(c2ccccc2)(c2ccccc2)C1=O | 3
COc1ccccc1C(=O)NC(CCSC)C(=O)NCc1ccncc1 (stereo not drawn) | 0
O=C(CSc1nnnn1C1CC1)N1CCN(c2ccc(O)cc2)CC1 | 9
COC(=O)[C@@]12CCCCN1[C@H](c1ccc(-c3ccc(F)cc3)c(OC)c1)[C@@H]1C(=O)N(C)C(=O)[C@@H]12 | 24
Cc1ccc(C(=O)OC(C)C(=O)NC(C)CCc2ccccc2)o1 (stereo not drawn) | 2
CN(CC(=O)Nc1ccc(Cl)c(Cl)c1)C(=O)CNC(=O)C1CCCCC1 | 4
NS(=O)(=O)c1ccc(NC(=O)CSc2nnc3n2CCCCC3)cc1 | 2
CN(C)C1=NCCN1CCCCc1ccccc1 | 3
Cc1noc(C)c1C(=O)Nc1ccc(-c2nnc3n2CCCCC3)cc1 | 0
CN(CC(=O)Nc1ccc(OC(F)(F)F)cc1)C(=O)/C=C/c1cc2c(cc1[N+](=O)[O-])OCO2 | 17
O=C1CC(c2ccccc2)CC(=O)N1c1ccc(C(F)(F)F)cc1 | -2
CCOc1ccc(NC(=O)COc2ccc(C(=O)NCc3cccc(OC)c3)cc2OC)cc1 | 2
O=C(CSc1nnc(Nc2ccccc2)s1)NCC1CCCO1 (stereo not drawn) | -4
COc1cc(OC)cc(C(=O)NNC(=O)CCC(=O)c2cc(C)sc2C)c1 | 1
CC1CCCN(C(=O)CN(c2ccccc2)S(=O)(=O)c2ccc(F)cc2)C1 (stereo not drawn) | -6
Cc1ccc(NC(=O)COC(=O)CN2CCCCCC2=O)c(C)c1 | 1
COC(=O)c1sc(S(=O)(=O)N2CCN(c3ccccc3F)CC2)c(C(=O)OC)c1C | 2
O=S(=O)(c1ccccc1)N1CN(c2ccc(F)cc2F)c2nc3ccccc3nc21 | 4
O=C(Nc1ccccc1)N1CCC(C(=O)N2CCN(Cc3ccccc3)CC2)CC1 | 9
NNC(=O)c1cc(S(=O)(=O)N2CCOCC2)c[nH]1 | -5
COc1ccc2sc(-c3ccc(SC)cc3)c(/C=C/c3ccc(OC)c(OC)c3)c2c1 | -2
Cc1cc(C)cc(OCC(=O)OCC(=O)NC2CC2)c1 | -1
CCNc1nnc(SCC(=O)N2c3ccccc3NC(=O)CC2C)s1 (stereo not drawn) | 8
COc1cc2cc(CCCOC(=O)c3ccc(C#N)cc3)oc(=O)c2cc1OC | -5

# Some of the entries above, reformatted.
SMILES: CN(CC(=O)Nc1ccc(OC(F)(F)F)cc1)C(=O)/C=C/c1cc2c(cc1[N+](=O)[O-])OCO2
  HDAC3 inh: 17

SMILES: O=C1CC(c2ccccc2)CC(=O)N1c1ccc(C(F)(F)F)cc1
  HDAC3 inh: -2

SMILES: CCOc1ccc(NC(=O)COc2ccc(C(=O)NCc3cccc(OC)c3)cc2OC)cc1
  HDAC3 inh: 2

SMILES: O=C(CSc1nnc(Nc2ccccc2)s1)NCC1CCCO1 (stereo not drawn)
  HDAC3 inh: -4

# Not all compounds are listed; rates above refer to the full screens.
